# Screening results deposited in PubChem by Broad Institute.
# NSD2 inh: NSD2 (human) methyltransferase inhibition | O96028 | NSD2-SET H3K36me1 DELFIA fluorescence, biochemical | inhibition, % at 12.5 µM | hit rate 0.07% among 44,000 | AID 624260; in the data active = inhibition above about 54%, passing the limit was not always enough;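 also: inhibitors reduce the monomethyl H3K36 fluorescence signal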
# Numbers without * were called inactive. These rows are one share of the data; count on the stated rates, not on these rows.
# Start of the listing, in advance, 7 compounds:
SMILES,NSD2 inh
C[C@H]1CN([C@@H](C)CO)C(=O)Cc2cc(NC(=O)c3ccncc3)ccc2O[C@@H]1CN(C)Cc1ccc(C(F)(F)F)cc1,-6.0
C[C@H]1CN([C@@H](C)CO)S(=O)(=O)c2ccc(-c3ccccc3F)cc2O[C@@H]1CN(C)S(C)(=O)=O,1.0
C[C@@H]1CN([C@@H](C)CO)C(=O)c2cc(NS(=O)(=O)c3cn(C)cn3)ccc2O[C@@H](C)CCCCO[C@H]1CN(C)C,-162.1
C[C@H](CO)N1C[C@H](C)[C@@H](CN(C)C)Oc2c(NC(=O)Nc3ccc(F)cc3)cccc2C1=O,-2.3
CC(=O)Nc1c(O)nc(SCC(=O)N2CCN(c3ccc(F)cc3)CC2)[nH]c1=O,6.2
COc1ccc(NC(=O)Nc2ccc3c(c2)[C@H]2C[C@@H](CC(=O)N4CCOCC4)O[C@H](CO)[C@H]2O3)cc1,-6.8
O=C(N/N=C\c1cc(Br)ccc1O)c1ccccc1O,-1.0

# The whole of this part (from the top)
SMILES,NSD2 inh
C[C@H]1CN([C@@H](C)CO)C(=O)Cc2cc(NC(=O)c3ccncc3)ccc2O[C@@H]1CN(C)Cc1ccc(C(F)(F)F)cc1,-6.0
C[C@H]1CN([C@@H](C)CO)S(=O)(=O)c2ccc(-c3ccccc3F)cc2O[C@@H]1CN(C)S(C)(=O)=O,1.0
C[C@@H]1CN([C@@H](C)CO)C(=O)c2cc(NS(=O)(=O)c3cn(C)cn3)ccc2O[C@@H](C)CCCCO[C@H]1CN(C)C,-162.1
C[C@H](CO)N1C[C@H](C)[C@@H](CN(C)C)Oc2c(NC(=O)Nc3ccc(F)cc3)cccc2C1=O,-2.3
CC(=O)Nc1c(O)nc(SCC(=O)N2CCN(c3ccc(F)cc3)CC2)[nH]c1=O,6.2
COc1ccc(NC(=O)Nc2ccc3c(c2)[C@H]2C[C@@H](CC(=O)N4CCOCC4)O[C@H](CO)[C@H]2O3)cc1,-6.8
O=C(N/N=C\c1cc(Br)ccc1O)c1ccccc1O,-1.0
C[C@@H]1CN([C@@H](C)CO)C(=O)c2cc(NC(=O)Nc3cccc4ccccc34)ccc2O[C@@H](C)CCCCO[C@H]1CN(C)Cc1ccc2c(c1)OCO2,16.7
CN(C)C(=O)[C@@]1(Cc2ccccc2)N=C(c2ccc(OCCCO)cc2)O[C@H]1c1ccccc1,0.4
C[C@@H]1CN([C@@H](C)CO)S(=O)(=O)c2ccc(-c3ccc(C(=O)N(C)C)cc3)cc2O[C@@H]1CN(C)C(=O)Cc1ccccn1,-9.3
C[C@@H]1CN([C@@H](C)CO)C(=O)c2cccc(NC(=O)C3CCOCC3)c2O[C@@H]1CN(C)Cc1ccc(C(=O)O)cc1,1.2
O=C(C[C@@H]1C[C@H]2c3cc(NC(=O)Nc4ccc(C(F)(F)F)cc4)ccc3O[C@H]2[C@H](CO)O1)NCCc1ccccc1,2.8
C[C@H]1CN([C@@H](C)CO)C(=O)c2cc(NS(=O)(=O)c3ccc(Cl)cc3)ccc2O[C@@H]1CN(C)S(=O)(=O)c1ccc(F)cc1,-1.9
O=S(=O)(NC1CCN(Cc2cccc(OCCO)c2)CC1)c1cc(C(F)(F)F)ccc1Cl,5.5
Cc1noc(C)c1S(=O)(=O)Nc1cccc2c1O[C@@H](CN(C)C(=O)NC1CCCCC1)[C@@H](C)CN([C@@H](C)CO)C2=O,3.1
C[C@H](CO)N1C[C@H](C)[C@@H](CN(C)S(=O)(=O)c2cccs2)Oc2c(NC(=O)c3ccc(-c4nccs4)cc3)cccc2C1=O,-1.9
C[C@@H]1CN([C@@H](C)CO)C(=O)c2cc(NC(=O)Nc3ccc(C(F)(F)F)cc3)ccc2O[C@H]1CN(C)S(=O)(=O)c1ccc(F)cc1,-5.9
CNC[C@H]1OCc2cnnn2CCCC(=O)N([C@H](C)CO)C[C@@H]1C,-0.1
CC(NC(=O)Cc1cc(F)cc(F)c1)C(=O)NC(C(=O)OC(C)(C)C)c1ccccc1 (stereo unspecified),-1.4
C[C@@H]1CN([C@H](C)CO)C(=O)c2cccc(N(C)C)c2O[C@H]1CN(C)S(=O)(=O)c1ccccc1,-5.8
C[C@H](CO)N1C[C@H](C)[C@H](CN(C)C(=O)Nc2ccc(C(F)(F)F)cc2)Oc2ccc(NC(=O)NC3CCCCC3)cc2C1=O,-8.5
C[C@H](CO)N1C[C@H](C)[C@H](CN(C)S(=O)(=O)c2ccc(F)cc2)Oc2ccc(NC(=O)CCCCCC(=O)Nc3ccccc3N)cc2C1=O,1.2
O=C(OC[C@H]1O[C@@H](Oc2ccc(O)cc2)[C@H](O)[C@@H](O)[C@@H]1O)c1ccc(O)cc1,25.6
C[C@@H]1CN([C@H](C)CO)C(=O)c2cc(NC(=O)Nc3ccc(F)cc3)ccc2O[C@@H]1CN(C)S(=O)(=O)c1ccc(Cl)cc1,-13.3
CCOC(=O)C1=C(C)NC(C)=C(C(=O)OC)C1c1cccc([N+](=O)[O-])c1 (stereo unspecified),-3.9
CCCN(C)C[C@@H]1OCCCC[C@H](C)Oc2ccc(NC(=O)C3CCCCC3)cc2C(=O)N([C@H](C)CO)C[C@@H]1C,2.8
O=C(CCCCC(=O)N/N=C/c1ccccc1C(=O)O)NO,-5.1
CCC(=O)N(C)C[C@H]1Oc2cc(C#CC(C)C)ccc2S(=O)(=O)N([C@@H](C)CO)C[C@H]1C,1.3
C[C@@H]1CN([C@H](C)CO)C(=O)c2cc(-c3ccncc3)cnc2O[C@H]1CN(C)C(=O)Nc1ccc2c(c1)OCO2,-3.2
COCCOC(=O)N1C(=O)[C@@]2(c3ccccc31)[C@H](C(=O)N1CCN(c3ncccn3)CC1)[C@H]1C(=O)O[C@H](c3ccccc3)[C@H](c3ccccc3)N1[C@@H]2c1ccc(OCCO)cc1,-0.6
C[C@H](CO)N1C[C@H](C)[C@H](CN(C)CC2CC2)Oc2ccc(NS(=O)(=O)c3cn(C)cn3)cc2CC1=O,0.8
CC(C)=CCC[C@H](C)C/C=N/NC(=O)CCCCC(=O)NO,-1.4
COC(=O)[C@H]1CC[C@H](OC(C)=O)[C@]2(C)CC[C@@H](C(C)C)[C@@H](OC(=O)/C=C/c3ccccc3)C12 (stereo partly specified),3.4
C[C@@H]1CN([C@@H](C)CO)C(=O)Cc2cc(NC(=O)CCCCCC(=O)Nc3ccccc3N)ccc2O[C@@H]1CN(C)Cc1ccc2c(c1)OCO2,-5.8
C[C@H]1CN([C@@H](C)CO)C(=O)Cc2cc(NC(=O)CCC(F)(F)F)ccc2O[C@@H]1CN(C)C,-2.0
C[C@H]1CCCCO[C@@H](CN(C)C(=O)CCCN(C)C)[C@@H](C)CN([C@@H](C)CO)C(=O)c2cc(NS(=O)(=O)c3ccccc3)ccc2O1,0.1
COCC(=O)N(C)C[C@H]1Oc2cc(C#CC(C)(C)O)ccc2S(=O)(=O)N([C@H](C)CO)C[C@H]1C,0.5
C[C@@H]1CN([C@@H](C)CO)S(=O)(=O)c2ccc(-c3ccccc3)cc2O[C@H]1CN(C)S(=O)(=O)c1ccccc1F,4.3
C[C@@H]1CN([C@H](C)CO)S(=O)(=O)c2ccc(C#CCN(C)C)cc2O[C@H]1CN(C)Cc1ccc(F)cc1,7.9
C[C@@H]1CN([C@H](C)CO)S(=O)(=O)c2ccc(C#CC3CC3)cc2O[C@@H]1CN(C)C(=O)c1cccc(F)c1,0.7
CS(=O)c1ccc(-c2nc(-c3ccc(F)cc3)c(-c3ccncc3)[nH]2)cc1 (stereo unspecified),-0.4
C[C@@H]1CN([C@@H](C)CO)C(=O)CCCn2cc(nn2)CO[C@H]1CN(C)Cc1ccc(C(F)(F)F)cc1,7.3
CC(C)(C)NC[C@H](O)COc1cccc2c1CCCC2=O,-4.5
C[C@@H]1CN([C@H](C)CO)S(=O)(=O)c2ccc(C#CCN(C)C)cc2O[C@H]1CN(C)C(=O)C1CCC1,-2.3
C[C@H]1CN([C@@H](C)CO)C(=O)Cc2cc(NC(=O)c3ccncc3)ccc2O[C@H]1CN(C)Cc1ccc(C(=O)Nc2ccccc2N)cc1,4.1
C[C@@H]1CN([C@H](C)CO)C(=O)c2cc(NS(=O)(=O)c3ccc(Cl)cc3)ccc2O[C@@H](C)CCCCO[C@@H]1CN(C)C(=O)CCCN(C)C,-6.8
CCCN(C)C[C@H]1Oc2ncc(Br)cc2C(=O)N([C@@H](C)CO)C[C@H]1C,2.1
Cc1ccc(S(=O)(=O)Nc2ccc3c(c2)CC(=O)N([C@@H](C)CO)C[C@H](C)[C@@H](CN(C)C(=O)Nc2ccc(F)cc2)O3)cc1,-9.1
C[C@@H]1CN([C@@H](C)CO)S(=O)(=O)c2ccc(-c3ccccc3F)cc2O[C@@H]1CN(C)C(=O)C1CC1,-7.9
O=C(c1ccccc1)N1Cc2ccccc2[C@H]2OC(c3ccc(OCCCO)cc3)=N[C@@]2(Cc2ccccc2)C1=O,5.2

# (more compounds)
SMILES,NSD2 inh
C[C@@H]1CN([C@H](C)CO)C(=O)c2cc(NC(=O)Nc3ccccc3)ccc2O[C@@H](C)CCCCO[C@@H]1CN(C)Cc1ccncc1,-2.1
CCCNC(=O)N(C)C[C@H]1Oc2ncc(C3=CCCC3)cc2C(=O)N([C@@H](C)CO)C[C@H]1C,-1.5
C[C@@H]1CN([C@H](C)CO)C(=O)Cc2cc(NC(=O)Nc3cccc4ccccc34)ccc2O[C@@H]1CN(C)S(=O)(=O)c1cccs1,-2.8
CC(C)C#Cc1cnc2c(c1)C(=O)N([C@@H](C)CO)C[C@@H](C)[C@@H](CN(C)S(=O)(=O)c1cn(C)cn1)O2,2.1
C[C@H](CO)N1C[C@H](C)[C@H](CN(C)S(=O)(=O)c2cccc(F)c2)OCc2ccccc2-c2ccccc2C1=O,0.7
C[C@H](CO)N1C[C@H](C)[C@@H](CN(C)S(=O)(=O)c2cn(C)cn2)Oc2ccc(NS(=O)(=O)c3cn(C)cn3)cc2C1=O,2.3
C[C@H]1CN([C@@H](C)CO)C(=O)Cc2cc(NC(=O)C3CCCCC3)ccc2O[C@@H]1CN(C)S(=O)(=O)c1ccccc1,7.8
CC1CCN(C(=O)c2ccc3c(=O)nc4c(-c5ccccc5)n[nH]n4c3c2)CC1,-4.6
C[C@@H]1CN([C@H](C)CO)C(=O)c2cccc(NC(=O)C3CCOCC3)c2O[C@H]1CN(C)S(=O)(=O)c1cn(C)cn1,3.5
C[C@H](CO)N1C[C@H](C)[C@H](CN(C)C)Oc2ncc(-c3cccc(C#N)c3)cc2C1=O,-12.3
C[C@@H]1CN([C@@H](C)CO)C(=O)c2cc(NC(=O)Cc3ccccc3)ccc2O[C@H]1CN(C)Cc1ccncc1,-0.6
COc1ccc(NC(=O)N(C)C[C@@H]2Oc3ncc(C#CCN(C)C)cc3C(=O)N([C@@H](C)CO)C[C@H]2C)cc1,8.9
COc1ccc(S(=O)(=O)N(C)C[C@@H]2Oc3ncc(/C=C/c4ccccc4)cc3C(=O)N([C@H](C)CO)C[C@H]2C)cc1,1.3
C[C@@H]1CN([C@H](C)CO)C(=O)c2cc(NC(=O)CCN3CCOCC3)ccc2O[C@@H]1CN(C)S(=O)(=O)c1ccc(Cl)cc1,-5.2
C[C@@H]1CN([C@H](C)CO)S(=O)(=O)c2ccc(-c3ccccc3)cc2O[C@@H]1CN(C)Cc1cncnc1,1.8
C[C@@H]1CN([C@@H](C)CO)C(=O)c2cc(NC(=O)Nc3ccc4c(c3)OCO4)ccc2O[C@@H]1CN(C)C(=O)Nc1ccccc1,-1.6
C[C@@H]1CN([C@H](C)CO)C(=O)c2cc(-c3ccccc3)cnc2O[C@@H]1CN(C)Cc1ccccc1,-3.1
C[C@@H]1CCCCO[C@@H](CN(C)C(=O)c2ccncc2)[C@@H](C)CN([C@@H](C)CO)C(=O)c2cc(NS(=O)(=O)c3ccccc3)ccc2O1,1.3
C[C@@H]1CCCCO[C@H](CN(C)S(=O)(=O)c2ccc(Cl)cc2)[C@@H](C)CN([C@H](C)CO)C(=O)c2cc(NC(=O)C3CCCCC3)ccc2O1,-129.4
C[C@@H]1CN([C@@H](C)CO)S(=O)(=O)c2ccc(-c3cncnc3)cc2O[C@@H]1CN(C)C,2.6
C[C@@H]1CN([C@@H](C)CO)C(=O)c2cccc(NC(=O)Nc3ccc4c(c3)OCO4)c2O[C@H]1CN(C)C(=O)Nc1ccc(F)cc1,1.5
C[C@@H]1CN([C@@H](C)CO)C(=O)c2cc(NC(=O)c3ccncc3)ccc2O[C@@H](C)CCCCO[C@@H]1CN(C)C,3.3
C[C@H]1CN([C@@H](C)CO)S(=O)(=O)c2ccc(-c3ccc(C#N)cc3)cc2O[C@H]1CN(C)Cc1cccc(F)c1,4.7
COc1ccc(S(=O)(=O)Nc2ccc3c(c2)C(=O)N([C@@H](C)CO)C[C@H](C)[C@H](CN(C)C(=O)NC(C)C)O3)cc1,-2.8
C[C@H]1CN([C@@H](C)CO)C(=O)c2cccc(NC(=O)CCCCCC(=O)Nc3ccccc3N)c2O[C@H]1CN(C)S(=O)(=O)c1ccc(F)cc1,-4.3
C[C@H]1CN([C@@H](C)CO)C(=O)c2cccc(NS(=O)(=O)c3cccs3)c2O[C@H]1CN(C)S(C)(=O)=O,0.8
COc1ccc(NC(=O)Nc2ccc3c(c2)C(=O)N([C@@H](C)CO)C[C@H](C)[C@@H](CN(C)S(=O)(=O)c2cn(C)cn2)O3)cc1,6.5
C[C@H](CO)N1C[C@H](C)[C@@H](CN(C)C)Oc2ccc(NC(=O)c3ccncc3)cc2C1=O,-0.7
Cc1ccccc1S(=O)(=O)N(C)C[C@H]1OCc2cnnn2CCCC(=O)N([C@@H](C)CO)C[C@H]1C,2.2
C[C@H]1CN([C@@H](C)CO)C(=O)Cc2cc(NC(=O)Nc3ccc4c(c3)OCO4)ccc2O[C@H]1CN(C)C(=O)NC1CCCCC1,7.8
C[C@@H]1CN([C@@H](C)CO)C(=O)c2cc(NS(=O)(=O)c3ccc(F)cc3)ccc2O[C@@H](C)CCCCO[C@@H]1CN(C)C,-5.5
